# Screening results from PubChem.
# ssDAF-12 act: activates DAF-12 receptor from parasite S. stercoralis; HEK293 ssDAF-12/GRIP1 lit1-tk-luc reporter, luminescence; % of 3 µM dafachronic acid response; activation, % at 6.8 µM; 370,000 tested, 1% active;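 active means activation above the mean over all tested compounds plus 3 SD, cut at about 0.9% in these data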;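 further: 0% = DMSO-only wells and 100% = 3 µM delta7-dafachronic acid wells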
# DAX1 inh-1: inhibits human nuclear receptor DAX1 | inhibition, % at 6.75 µM | HEK293 Gal4-DAX1 luciferase reporter, luminescence | AID 504766 | P51843 | 340,000 tested, 0.99% active;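 active means inhibition above the mean over all tested compounds plus 3 SD, cut at about 4.2% in these data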;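 further: 0% = DAX1-transfected cells with DMSO and 100% = empty-vector control cells with DMSO; inhibition shows as a rise in luminescence from relieved DAX1 repression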
# Target sequence (P51843 207-470 limits assumed): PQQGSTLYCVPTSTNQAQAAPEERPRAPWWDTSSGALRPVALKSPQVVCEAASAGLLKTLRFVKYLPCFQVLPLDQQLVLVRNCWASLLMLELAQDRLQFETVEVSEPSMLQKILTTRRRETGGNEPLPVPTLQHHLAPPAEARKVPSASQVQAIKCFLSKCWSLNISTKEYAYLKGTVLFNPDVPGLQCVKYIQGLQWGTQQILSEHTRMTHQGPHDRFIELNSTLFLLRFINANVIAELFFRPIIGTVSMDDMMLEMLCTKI
# GC-B act: GC-B (human) receptor activation; P20594; HEK293-GC-B cells, CNP EC30, cGMP TR-FRET; 0% at EC30 CNP, 100% saturating CNP; activation, % at 10 µM; 370,000 tested, 0.11% active; AID 1920062;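 active means activation at 10 µM reaching about 35% in either raw or pattern-adjusted values, limit read from the data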
# GAA850 FXN act: frataxin GAA850 promoter activation; HEK293 lucGAA850 FXN promoter luciferase reporter, 24 h; percent of 10 µM SAHA response; activation, % at 6 µM; 360,000 tested, 0.56% active;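 active means activation above the average of all compounds screened plus 3 SD, cutoff fixed separately per campaign, cut at about 7.5% in these data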;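 further: 0% = DMSO wells and 100% = 10 µM SAHA wells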
# DAX1 inh-2: inhibitors of DAX1 repression of SF-1 activated StAR promoter; HEK293T StAR-luciferase reporter, SF-1/DAX-1 repression relief; inhibition, % at 6.8 µM; 370,000 tested, 1.1% active; AID 652010;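 active means inhibition above the mean over all tested compounds plus 3 SD, cut at about 3.6% in these data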;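 further: 0% = DAX-1 cells with DMSO and 100% = cells lacking DAX-1 with DMSO; higher inhibition means more luminescence from relief of DAX-1 repression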
# hcDAF-12 act: H. contortus DAF-12 activation, primary screen; 370,000 tested, 1.4% active; activation, % at 6.8 µM; HEK293 hcDAF-12 lit1-tk-luc reporter, luminescence; 0% DMSO, 100% Δ7-dafachronic acid; AID 652067;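 active means activation above the mean of all tested compounds plus 3 SD, cut at about 5.5% in these data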;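 further: 100% = response to 3 µM Δ7-dafachronic acid high control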
# sPLA2-III inh: Blocks human group III sPLA2 activity. Q9NZ20. QFRET BODIPY PC-A2 liposome hydrolysis, fluorescence. inhibition, % at 12.2 µM. 370,000 tested, 0.56% active. AID 743126;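 active means inhibition above mean plus 3 SD of compounds lying within the high and low control bounds, cut at about 19% in these data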;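 further: 0% = median of test compound wells and 100% = no enzyme DMSO wells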
# Target sequence (Q9NZ20 whole entry, looked up): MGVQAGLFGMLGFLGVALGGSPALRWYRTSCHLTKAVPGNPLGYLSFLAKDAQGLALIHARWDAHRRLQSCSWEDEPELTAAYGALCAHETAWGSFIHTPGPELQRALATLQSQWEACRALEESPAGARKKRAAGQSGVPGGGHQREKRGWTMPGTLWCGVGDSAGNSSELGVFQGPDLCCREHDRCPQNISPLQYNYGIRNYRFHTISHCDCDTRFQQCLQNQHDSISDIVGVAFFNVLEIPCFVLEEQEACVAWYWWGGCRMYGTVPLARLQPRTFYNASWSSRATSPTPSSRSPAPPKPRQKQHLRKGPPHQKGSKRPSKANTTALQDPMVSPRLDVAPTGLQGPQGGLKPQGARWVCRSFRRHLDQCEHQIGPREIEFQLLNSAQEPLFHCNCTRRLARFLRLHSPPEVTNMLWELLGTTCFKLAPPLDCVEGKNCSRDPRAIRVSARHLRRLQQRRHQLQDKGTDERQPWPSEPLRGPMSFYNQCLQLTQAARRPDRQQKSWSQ
# GC-A act: GC-A (human) enzyme activation | P16066 | 370,000 tested, 0.14% active | HEK293 GC-A cells, cGMP TR-FRET, EC30 ANP; 0% at EC30 ANP, 100% saturating ANP | activation, % at 10 µM; in the data active means activation above about 40%
# hgDAF-12 ag: agonists of H. glycines DAF-12 nuclear receptor; HEK293 GAL4-hgDAF12 UAS-luciferase reporter, agonist luminescence; normalized to butyrate control; activation, % at 6.8 µM; 370,000 tested, 1.8% active;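 active means activation above a cutoff set at the mean of all screened compounds plus 3 SD, cut at about 10% in these data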;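 further: 0% = DMSO wells and 100% = sodium butyrate wells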
# SMARCA2 activ: activators of SMARCA2 function; 370,000 tested, 1% active; activation, % at 9.1 µM; AID 652017; MG213 cells, MMTV-luciferase reporter, dexamethasone, overnight; in the data active means activation above about 7.8%;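 further: 0% = vehicle wells and 100% = reference activator wells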
# proKLK7 act: proKLK7 (human) activation, primary screen. purified proKLK7, EDANS-DABCYL substrate fluorescence; 100% is mature enzyme control, 0% vehicle. activation, % at 7 µM. 370,000 tested, 0.9% active. AID 652039;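 active means activation above the mean of all tested compounds plus 3 SD, computed per campaign excluding outliers beyond control limits, cut at about 13% in these data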
# Target sequence (P49862 whole entry, looked up): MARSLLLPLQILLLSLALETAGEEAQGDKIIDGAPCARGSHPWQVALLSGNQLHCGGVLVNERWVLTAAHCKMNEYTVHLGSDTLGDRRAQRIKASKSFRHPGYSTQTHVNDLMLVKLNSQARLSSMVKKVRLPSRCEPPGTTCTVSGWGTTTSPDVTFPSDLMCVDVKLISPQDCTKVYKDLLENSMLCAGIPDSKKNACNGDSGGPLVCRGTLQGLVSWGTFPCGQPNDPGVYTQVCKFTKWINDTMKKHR
# * marks the source's active call; other numbers are inactive results; x = not tested or not shown; & = joins results of further samples.
molecule	ssDAF-12 act	DAX1 inh-1	GC-B act	GAA850 FXN act	DAX1 inh-2	hcDAF-12 act	sPLA2-III inh	GC-A act	hgDAF-12 ag	SMARCA2 activ	proKLK7 act
CCCn1nnc(NC(=O)C(C)C)n1	-1.1	2.8	9	-0.5	-0.1	0.7	17	2	0.6	-9	-0.3
CC1Cc2nc(SCC(=O)N3CCN(c4ccccc4)CC3)n(C)c(=O)c2S1 (stereo unspecified)	-1.7	-0.9	-2	0.5	-0.1	0.2	15	-2	0.2	-2	0.7
Cc1ccc(C)c(NC(=O)C(Sc2nc3ccccc3c(=O)n2CC(C)C)c2ccccc2)c1 (stereo unspecified)	-0.6	1.0	7	-1.5	-0.5	-0.6	6	-2	3.1	-3	0.6
COc1ccc(/C=C2\SC(=S)N(CCC(=O)N3CCCCC3CCO)C2=O)cc1 (stereo unspecified)	-1.4	-0.4	0	-3.5	-0.5	-1.5	-17	-1	-3.6	-4	-0.2
COc1cccc(NC(=O)CN(C)C(=O)Cc2ccc(Cl)cc2Cl)c1	-0.9	-0.2	1	-1.8	-0.2	-2.2	-9	3	0.8	-1	-0.1
Cc1ccc(NC(=O)c2ccc(NC(=O)C3CCCCC3C(=O)O)cc2)cc1 (stereo unspecified)	-1.9	0.6	-1	-7.5	0.0	-3.4	0	1	-3.8	-3	0.2
Cc1nn(CCC(=O)NNC(=O)Nc2ccccc2)c(C)c1[N+](=O)[O-]	-1.5	x	7	x	-0.5	-1.2	2	0	0.1	-5	0.2
CCCOc1nc(C)cc(COC)c1C(N)=O	-1.4	-0.2	-5	1.9	0.3	-1.0	2	0	2.5	-1	-0.2
O=c1[nH]c(CN2CCc3ccccc32)nc2scc(-c3cccs3)c12	0.3	-0.4	-4	0.9	1.0	0.1	2	-9	0.7	-4	-0.8
COc1ccc(NC(=O)CSc2nccn2Cc2ccccc2)c(OC)c1	-0.6	-0.1	-3	0.1	-0.2	-1.7	9	-1	1.3	4	-0.4
COc1cccc(-n2nnnc2SCC(=O)NC2CCCC2)c1	-1.0	-0.1	3	0.6	-0.6	0.6	5	1	0.0	-1	0.1
COC(=O)c1ccc(/C=N/NC(=O)C(=O)NCC2CCCO2)cc1 (stereo unspecified)	-1.5	1.1	-3	-1.2	0.3	-0.7	19	5	0.4	-5	-0.2
O=C(c1ccccc1)N(Cc1nc2ccccc2c(=O)[nH]1)C1CCCCC1	-1.2	-1.1	-4	1.4	-0.5	0.8	0	-14	0.5	-1	0.1
CCOc1ccc(NC(=O)CN(C)C(=O)CSCc2ccc(C)cc2)cc1OCC	-1.3	-0.3	4	1.9	-1.4	0.1	-4	-1	-1.8	0	0.1
C(#Cc1ccccc1)C[N+]1(CC#Cc2ccccc2)CCCCC1	-1.4	-1.8	1	-2.2	-1.6	-2.6	-5	-1	-2.9	-5	1.2
Cc1cc(N2CCCCC2)nc(N2CCCCC2)n1	-1.4	-0.3	0	0.2	-0.2	-2.5	0	0	3.8	2	-0.2
C=COC(=O)CSc1snc(SCC(=O)OC)c1C#N	-1.1	-0.8	25	-0.3	-0.6	-0.9	2	8	0.9	1	-0.2
CC(C)(C)c1ccc(S(=O)(=O)NCc2ccc(C(=O)N3CCOCC3)cc2)cc1	-1.6	1.2	0	-5.0	-0.8	-1.2	2	-2	-0.1	-3	-0.9
CCCCc1ccc(NC(=O)CSC2=NN3CCCC(=O)N=C3S2)cc1	-0.8	-1.8	-1	2.5	1.4	-2.9	-6	-7	2.0	-3	-0.5
NS(=O)(=O)c1ccc(N=Nc2c(-c3ccccc3)[nH]n(-c3nc(-c4ccccc4)cs3)c2=O)cc1	-0.6	-0.6	3	2.1	0.4	-1.4	-2	-2	-2.4	0	-0.5
COc1cc(OC)cc(C(=O)NC(=S)NNC(=O)[C@H]2C[C@@H]2c2ccccc2)c1	-1.8	-1.2	-2	1.6	-0.2	-0.6	-7	1	-0.7	-1	-0.3
Cc1c(C(=O)N2CCN(Cc3ccccc3)CC2)oc2c1C(=O)CCC2	-1.2	0.8	-2	-1.1	2.3	0.0	1	0	0.1	-3	0.0
Cc1cccc(C)c1NC(=O)Cn1c(CN2CCCCC2)nc2ccccc2c1=O	-1.1	-1.5	2	0.1	-0.2	-1.3	-4	-2	1.2	-1	-0.1
COc1ccc(NC(=O)CC2SC(=O)NC2=O)cc1 (stereo unspecified)	-0.1	0.8	-3	0.9	-0.3	-1.2	-14	5	-1.2	0	-0.5
CCOc1ccc(N(CC(=O)NC2CCCC2)S(=O)(=O)c2c(C)[nH]c(=O)[nH]c2=O)cc1	-1.2	-0.3	-10	0.3	-0.7	0.0	-5	1	1.7	-1	-0.3
Cc1cc(Cl)c(C(=O)Nc2cccc(C(F)(F)F)c2)c(C)n1	-1.8	-3.5	-3	-3.2	-1.0	-2.8	-4	-2	-6.9	0	0.6
CC1(C)Cc2c(cnn2-c2cccc(F)c2)C(NC(=O)C2CCOCC2)C1 (stereo unspecified)	-0.7	-0.3	4	0.4	1.3	-0.9	3	-4	-2.0	1	-0.1
O=C1C=C(c2ccc(CO)cc2)C[C@@H](c2ccc3c(c2)OCO3)C1	-1.1	-0.2	5	-0.2	-0.7	-2.0	-6	13	-1.2	1	-0.1
Cc1ccc2c(c1)N(C(=O)CCC(=O)NC1CCC(C)CC1)CCO2 (stereo unspecified)	-0.9	-0.1	-5	-1.1	0.0	2.2	-5	-4	-0.5	2	-0.4
O=C(Nc1ccc2c(c1)OCCO2)C1c2ccccc2OCC(=O)N1CCc1ccccc1 (stereo unspecified)	-0.3	x	0	x	1.6	3.0	0	-1	1.0	2	-0.1
CCc1ccccc1NC(=O)CSc1nnc(-c2ccncc2)o1	-0.7	-2.7	7	-0.6	0.5	-2.0	9	-3	-0.6	-4	-0.2
Cc1[nH]c2ccccc2c(=O)c1CN1CCCCCC1	-1.2	-1.6	3	0.6	0.6	0.1	5	0	-0.7	-2	-0.4

# Quoted at random: four compounds from above
molecule	ssDAF-12 act	DAX1 inh-1	GC-B act	GAA850 FXN act	DAX1 inh-2	hcDAF-12 act	sPLA2-III inh	GC-A act	hgDAF-12 ag	SMARCA2 activ	proKLK7 act
Cc1[nH]c2ccccc2c(=O)c1CN1CCCCCC1	-1.2	-1.6	3	0.6	0.6	0.1	5	0	-0.7	-2	-0.4
CC1(C)Cc2c(cnn2-c2cccc(F)c2)C(NC(=O)C2CCOCC2)C1 (stereo unspecified)	-0.7	-0.3	4	0.4	1.3	-0.9	3	-4	-2.0	1	-0.1
Cc1ccc2c(c1)N(C(=O)CCC(=O)NC1CCC(C)CC1)CCO2 (stereo unspecified)	-0.9	-0.1	-5	-1.1	0.0	2.2	-5	-4	-0.5	2	-0.4
O=C1C=C(c2ccc(CO)cc2)C[C@@H](c2ccc3c(c2)OCO3)C1	-1.1	-0.2	5	-0.2	-0.7	-2.0	-6	13	-1.2	1	-0.1

# Other compounds.
molecule	ssDAF-12 act	DAX1 inh-1	GC-B act	GAA850 FXN act	DAX1 inh-2	hcDAF-12 act	sPLA2-III inh	GC-A act	hgDAF-12 ag	SMARCA2 activ	proKLK7 act
CC1(C)NC(=O)N(CCOc2ccc3c(c2)CCC3)C1=O	-0.8	1.2	2	-0.5	1.4	-0.7	0	5	0.5	-3	0.1
O=c1c2c3c(sc2nc2n1CCCC2)CCC3	-1.5	-0.8	-2	0.3	0.0	-0.1	2	-3	-0.6	1	0.6
COc1ccc(CNS(=O)(=O)c2cc(CN3C(=O)c4cccnc4C3=O)ccc2OC)cc1	-0.6	-0.7	4	0.6	0.2	-0.6	1	2	1.4	0	0.2
Cc1cc2oc(=O)cc(CN3CCOCC3)c2cc1Cl	-1.1	0.6	-3	1.0	0.3	1.9	-4	0	0.1	0	-0.1
COc1ccc(N2CCOCC2)c(NC(=O)c2cc3ccccc3o2)c1	-0.5	-1.8	1	4.4	-0.4	0.0	-1	-3	-0.1	0	0.1
CCN1C(=O)CCN(C2CCCC2)c2nc(Nc3ccc(C(=O)NC4CCN(C)CC4)cc3OC)ncc21	0.6	8.2*	15	-6.0	1.3	4.0	0	10	-3.8	1	0.4
COc1ccc(OCCCC(=O)OCC(=O)Nc2ncc(Cl)cc2Cl)cc1	-0.9	1.1	-4	1.9	1.5	1.7	2	1	-0.3	-2	1.0
CCCCn1c(-c2cccc(C)c2)nc2cc3[nH]c(=O)c(C(C)C)nc3cc21	-1.6	-1.0	9	-3.3	0.0	-3.1	-11	8	1.9	0	-29
O=C(COc1cccc(Cl)c1)Nc1nc(-c2ccc(S(=O)(=O)N3CCOCC3)cc2)cs1	-2.2	-2.5	7	-1.1	-2.0	-4.3	-17	-1	-4.1	-2	-1.5
O=C(Oc1ccc2ccccc2c1Cl)N1CCCC1	-0.2	0.6	4	-0.3	2.1	1.2	-5	6	2.4	7	-1.2
COc1ccc(Cn2c(C3CC3)nc3ccc(NC(=O)c4ccco4)cc3c2=O)cc1	-0.9	-1.3	14	5.3	0.4	-1.2	-28	10	2.7	1	0.5
O=C(CCn1nnc2ccccc21)N1CCN(c2cccc(C(F)(F)F)c2)CC1	-1.3	x	-10	x	-1.1	-3.8	4	-12	1.6	-7	-0.3
Cc1ccc(C2(c3ccccc3)NC(=O)N(CC(=O)NCc3ccco3)C2=O)cc1C (stereo unspecified)	-1.3	-0.4	-10	-2.9	-0.2	-0.9	-26	-4	-0.3	0	-0.7
Cc1ccc(C(=O)Nc2cccc(C(F)(F)F)c2)cc1NC(=O)c1cnnc2ccccc12	-0.9&-1.4	0.4&1.5	5&3	3.3&-0.7	0.5&0.0	-2.1&0.6	12&4	-1&-2	-0.4&1.8	3&2	-0.2&0.2
Fc1ccc(-c2nc3ccccc3[nH]2)cc1	-0.8	0.7	6	4.6	2.9	2.6	13	-3	18*	3	-0.6
CCC(c1nnnn1-c1ccc2c(c1)OCCO2)N1CCN(c2ccc(C(F)(F)F)cn2)CC1 (stereo unspecified)	-1.8	x	-1	x	-2.1	-1.2	6	0	0.2	-2	0.0
N#Cc1cccc(NC(=O)c2ccccc2C(=O)O)c1	-1.4	0.2	9	0.1	-0.1	1.5	1	-3	-0.3	1	0.6
NCC(c1ccccc1Cl)c1c[nH]c2ccccc12 (stereo unspecified)	-0.6	1.9	-14	0.2	0.4	5.5	-3	-38	-0.5	-3	-0.1
COc1ccc2nc(NC(=O)CCNS(=O)(=O)c3ccc4c(c3)oc(=O)n4C)sc2c1	-1.4	0.6	3	2.8	0.5	1.0	-15	-6	1.4	1	0.7
Cc1ccc(NC(=O)COC(=O)c2cccc(OC(F)F)c2)cc1S(=O)(=O)N1CCCCC1	-0.9	0.5	-2	-0.5	1.6	-1.5	-27	-1	0.1	-3	1.0
O=c1cc(CN2CCCCCCC2)c2c(ccc3ccccc32)o1	-1.6	x	-3	x	-0.3	1.0	-7	0	-0.4	-2	-3.0
